Source: PubChem BioAssay
TRHR enhancer = TRH receptor (human) allosteric enhancement. P34981. 360,000 compounds, 0.66% hits. enhancement, % at 2 µM. TRHR cells, fluo-8 calcium fluorescence, EC20 TRH enhancement; in the data active = enhancement above about 30%; note: 0% is about no effect
Target sequence (P34981 whole entry, looked up): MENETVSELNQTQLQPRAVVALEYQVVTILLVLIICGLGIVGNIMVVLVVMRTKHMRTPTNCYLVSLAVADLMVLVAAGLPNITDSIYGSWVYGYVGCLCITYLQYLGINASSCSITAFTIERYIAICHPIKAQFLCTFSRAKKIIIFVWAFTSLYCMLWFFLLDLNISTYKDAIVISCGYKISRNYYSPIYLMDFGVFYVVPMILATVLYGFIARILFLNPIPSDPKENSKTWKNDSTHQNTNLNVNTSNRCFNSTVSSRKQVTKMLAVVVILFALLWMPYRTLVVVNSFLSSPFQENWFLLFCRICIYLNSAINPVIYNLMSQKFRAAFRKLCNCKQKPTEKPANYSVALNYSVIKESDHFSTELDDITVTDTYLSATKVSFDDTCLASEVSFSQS
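TRHR-expressing cells loaded with fluo-8 calcium dye were read kinetically (ex 480/em 530) during compound addition, then stimulated with an EC20 of TRH (10 nM final). Enhancement of the Gq-mediated intracellular calcium response was scored.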
D2 potentiator = D2 dopamine receptor (human) potentiation | HEK293 T-REx D2, calcium flux, EC20 dopamine potentiation | potentiation, % at 10 µM | 340,000 compounds, 0.34% hits | AID 485347;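 active = potentiation over 3 SD above the plate norm, cut at about 30% in these data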; note: 0% is about no effect
Target sequence (P14416 whole entry, looked up): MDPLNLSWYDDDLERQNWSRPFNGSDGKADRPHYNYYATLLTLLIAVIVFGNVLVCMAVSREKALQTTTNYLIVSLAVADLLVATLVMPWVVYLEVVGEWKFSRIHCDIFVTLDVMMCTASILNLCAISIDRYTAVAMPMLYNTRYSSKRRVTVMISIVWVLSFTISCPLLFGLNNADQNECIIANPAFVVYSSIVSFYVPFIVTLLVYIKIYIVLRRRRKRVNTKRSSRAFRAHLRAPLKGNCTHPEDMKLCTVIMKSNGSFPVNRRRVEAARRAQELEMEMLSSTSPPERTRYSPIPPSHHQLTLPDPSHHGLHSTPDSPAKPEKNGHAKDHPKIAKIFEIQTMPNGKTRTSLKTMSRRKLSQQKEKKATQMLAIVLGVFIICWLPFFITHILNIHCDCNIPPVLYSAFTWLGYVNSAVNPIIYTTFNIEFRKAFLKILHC
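Potentiation of an EC20 dopamine calcium response is measured in a force-coupled, tetracycline-inducible Hek293 Trex D2 line. Compound-only kinetic reads over 180 s flag agonists before dopamine addition.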
D2 antag = antagonists of human D2 dopamine receptor; inhibition, % at 10 µM; HEK293 TREx D2 cells, calcium flux, dopamine EC80; AID 485344; 340,000 compounds, 2% hits; P14416; in the data active = inhibition above about 30%; note: 0% is about no effect
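Tetracycline-induced HEK293 T-REx cells expressing D2 force-coupled to calcium signalling were dye-loaded, exposed to compound for 180 s, then challenged with an EC80 of dopamine; calcium flux was followed kinetically for a further 180 s.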
D1 agonist = activates the human D1 dopamine receptor. P21728. 360,000 compounds, 1% hits. activation, % at 2 µM. HEK293 T-REx D1 cells, calcium flux, agonist mode; in the data active = activation above about 30%; note: 0% is about no effect
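Agonism was scored from calcium flux recorded over 180 s (1 read/s) after pintool compound addition, following a 10-cycle baseline. Cells were inducible force-coupled HEK293 TREx D1, plated overnight at 30 C and loaded with no-wash calcium dye.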
RXFP1 agonist = activates the human relaxin receptor RXFP1 | Q9HBX9 | HEK293T-RXFP1 cAMP TR-FRET, 30 min; response scale: percent of porcine relaxin response, buffer zero | Potency, µM (doses to about 57.5 µM), without a hit: top-dose activation, actives largely listed as activators | 370,000 compounds, 0.3% hits | AID 2676; active = well fitted activation curve with a large enough effect; inconclusive = small, poorly fitted or top-dose-only effect; note: potency is the fitted concentration of half-maximal effect; % is set by controls: 0 for no effect and ±100 for the full control effect; nearly all actives have a fitted effect of over 60% in size; many of its hits are not listed in these tables
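Agonist response is measured as cAMP accumulation in an RXFP1-transfected HEK293T line under PDE4 inhibition. Values are scaled between buffer-only and 29 nM porcine relaxin, and EC50s come from standard Hill equation fits.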
D2 ag = D2 dopamine receptor (human) agonism; AID 485358; 340,000 compounds, 0.53% hits; P14416; activation, % at 2 µM; HEK293 T-REx D2 cells, calcium flux agonist mode;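 active = activation over 3 SD above normal in the single-dose calcium agonist read, cut at about 30% in these data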; note: 0% is about no effect
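Tetracycline-induced HEK293 Trex cells with D2 receptor force-coupled to calcium signaling, plated overnight at 30 C and loaded with no-wash calcium dye. Calcium flux read kinetically for 180 s after compound addition; responses flag agonists.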
D1 antagonist = human D1 dopamine receptor antagonism. 360,000 compounds, 3.2% hits. activity change, negative = inhibition, % at 10 µM. HEK293 TREx D1 cells, calcium flux, dopamine EC80; active compounds read low; in the data active = activity change below about -30%; note: % is set by controls: 0 for no effect and ±100 for the full control effect
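Using tetracycline-induced force-coupled D1 Hek293 cells and a calcium dye, signals were followed for 180 s after compound, then for 180 s after EC80 dopamine, to detect inhibitors.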
D1 potentiator = potentiators of human D1 dopamine receptor. 360,000 compounds, 0.036% hits. HEK293 TREx D1 cells, calcium flux, dopamine EC20 potentiation. potentiation, % at 10 µM. P21728. AID 504651; in the data active = potentiation above about 30%; note: 0% is about no effect
RXFP1 antag = antagonists of human relaxin receptor RXFP1; Q9HBX9; HEK293-RXFP1, relaxin-stimulated cAMP HTRF, 30 min; active compounds read low; activity change, negative = inhibition, % at 57.5 µM; 350,000 compounds, 0.59% hits; AID 1259400;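 active = activity change of -60% or lower, but not beyond a set lower limit; inconclusive = change between -60% and -40%, or beyond the set limit; inactive = change above -40%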; note: % is set by controls: 0 for no effect and ±100 for the full control effect
Active calls of the source: *; ? = inconclusive; / = no result given; & = joins results of further samples. Some of the compounds tested (hit frequency here may not be typical).

SMILES | TRHR enhancer | D2 potentiator | D2 antag | D1 agonist | RXFP1 agonist | D2 ag | D1 antagonist | D1 potentiator | RXFP1 antag
Cc1ccc(S(=O)(=O)N(CC(=O)Nc2cccc(C(F)(F)F)c2)C(=O)N2CCN(C)CC2)cc1 | 16 | -13 | 0 | 2 | 2.2% | 0.0 | -38* | -6 | 1
CN(C(=O)CCn1c(=S)oc2ccccc21)c1ccc(F)cc1 | -1 | 22 | 0 | 2 | 1.6% | 0.0 | 1 | -6 | 9
O=C(Cn1nnc(-c2ccc(Cl)cc2)n1)NC1CCS(=O)(=O)C1 (configuration not stated) | -5 | -5 | 2 | 1 | 0.2% | 0.3 | 25 | -2 | -5
COc1cc(/C=N/Nc2nn3cnnc3c3ccccc23)cc(OC)c1OC | -1 | 4 | -7 | 1 | 1.4% | -0.5 | -4 | -5 | 0
CC(=O)Nc1ccc(NC(=O)CSc2nnc(COc3ccccc3C)n2CC2CCCO2)cc1 (configuration not stated) | 7 | 3 | -10 | 2 | -5.7% | 0.5 | 27 | 0 | 4
CCOC(=O)c1cc2c(=O)n3ccccc3nc2n(CC(C)C)c1=NC(=O)c1c(-c2c(F)cccc2Cl)noc1C | 1&11 | 7&14 | -8 | 0&2 | 5.4%&1.7% | 0.5&-1.5 | 13&5 | 2&-2 | -6&2
Cc1ccc2nc(-c3ccccc3)cc(C(=O)NCC3CCCO3)c2c1 (configuration not stated) | -4 | / | / | 1 | -0.3% | / | 12 | -4 | -16
CSc1ccccc1C(=O)N1CCCC(CCC(=O)NCc2ccc(F)c(F)c2)C1 (configuration not stated) | 0 | -4 | 3 | 2 | 0.6% | -1.4 | -12 | -3 | -8
CCc1ccc(NC(=O)c2sc3nc(C)cc(C)c3c2NC(=O)c2ccccc2)cc1 | 3 | -5 | / | -1 | ? | -0.8 | -3 | -3 | /
S=c1[nH]nc(-c2ccc(Br)cc2)n1Cc1ccccc1 | -2 | 9 | / | 0 | 1.0% | / | 9 | -1 | -37
COc1ccc(-c2csc(NC(=O)CN3C(=O)NC4(CCCC4)C3=O)n2)cc1OC | 4 | 17 | 29 | 2 | 0.4% | -0.9 | -6 | -1 | -10
O=C(Cn1nc(-c2cccc(Cl)c2)ccc1=O)NCC1COCCO1 (configuration not stated) | 8 | 2 | 5 | 0 | 1.1% | 0.2 | 18 | -3 | -8

Another view of some results above.
> CN(C(=O)CCn1c(=S)oc2ccccc21)c1ccc(F)cc1
  TRHR enhancer: -1
  D2 potentiator: 22
  D2 antag: 0
  D1 agonist: 2
  RXFP1 agonist: 1.6%
  D2 ag: 0.0
  D1 antagonist: 1
  D1 potentiator: -6
  RXFP1 antag: 9
> O=C(Cn1nnc(-c2ccc(Cl)cc2)n1)NC1CCS(=O)(=O)C1 (configuration not stated)
  TRHR enhancer: -5
  D2 potentiator: -5
  D2 antag: 2
  D1 agonist: 1
  RXFP1 agonist: 0.2%
  D2 ag: 0.3
  D1 antagonist: 25
  D1 potentiator: -2
  RXFP1 antag: -5
> COc1cc(/C=N/Nc2nn3cnnc3c3ccccc23)cc(OC)c1OC
  TRHR enhancer: -1
  D2 potentiator: 4
  D2 antag: -7
  D1 agonist: 1
  RXFP1 agonist: 1.4%
  D2 ag: -0.5
  D1 antagonist: -4
  D1 potentiator: -5
  RXFP1 antag: 0
> CC(=O)Nc1ccc(NC(=O)CSc2nnc(COc3ccccc3C)n2CC2CCCO2)cc1 (configuration not stated)
  TRHR enhancer: 7
  D2 potentiator: 3
  D2 antag: -10
  D1 agonist: 2
  RXFP1 agonist: -5.7%
  D2 ag: 0.5
  D1 antagonist: 27
  D1 potentiator: 0
  RXFP1 antag: 4

Next entries:
SMILES | TRHR enhancer | D2 potentiator | D2 antag | D1 agonist | RXFP1 agonist | D2 ag | D1 antagonist | D1 potentiator | RXFP1 antag
Cc1ccccc1Cn1c(C(=O)O)c(CNCc2cccc(F)c2)c2ccccc21 | -5 | -24 | / | -2 | 1.7% | 1.0 | 3 | 13 | -4
O=C(N[C@@H](Cc1ccccc1)C(=O)OCc1ccccc1)c1nc[nH]c1C(=O)NC1CCNCC1 | 0 | -24 | 76* | 9 | -0.1% | -1.1 | -20 | -8 | /
Cc1cccc(C)c1NC(=O)CN(C)C(=O)C1CCN(c2ncnc3sc(C)c(C)c23)CC1 | -1 | 12 | -2 | 0 | 5.0% | 0.1 | 18 | 5 | -16
COC(=O)c1ccc2c(=O)n(CCCCCC(=O)NCc3ccccn3)c(=O)[nH]c2c1 | 4 | 18 | 17 | 0 | 0.0% | -1.5 | -4 | 10 | 10
Cc1ccc(-c2c(C)n([O-])c3c([n+]2=O)CCC3)o1 | 2 | -9 | 7 | 2 | 1.4% | -0.1 | -2 | 2 | 3
O=C(NCCc1ccccc1)c1ccc2nc(N3CCCCC3)sc2c1 | 2 | / | / | 3 | -0.9% | 0.8 | -8 | -3 | /
c1csc(CN2CCN(Cc3cccs3)C2c2cccs2)c1 | -3 | -12 | 22 | 1 | -0.1% | 23 | 9 | -4 | -6
COc1ccc(NC(=O)C2CCN(C(=O)Nc3ccc(C)cc3)CC2)cc1OC | 0 | -5 | 8 | 3 | -3.4% | -1.0 | -1 | -6 | -15
COc1ccc(C(CC(=O)NCCCN2CCOCC2)NS(=O)(=O)c2ccc(C)cc2)cc1 (configuration not stated) | -1 | -4 | -9 | 4 | 0.5% | -0.3 | -27 | -9 | 3
O=C(CO/N=C/c1ccc2c(c1)OCO2)Nc1cccc(Br)c1 | 16 | 2 | -15 | 14 | 4.4% | -0.8 | 11 | -6 | -19
CCc1ccc(N2C(=O)CN(Cc3ccc(OC)c(OC)c3)C2=S)cc1 | 4 | -5 | 15 | 2 | 2.5% | 0.7 | -83* | 0 | -15
CCOC(=O)C1CCC(CN(Cc2cccc(Br)c2)S(=O)(=O)c2ccc(Cl)cc2)CC1 (configuration not stated) | 0 | 16 | / | 11 | 3.1% | 0.4 | -19 | -3 | -16
COc1ccc2nc(NC(=O)C3CC(=O)N(c4ccc5c(c4)OCCO5)C3)sc2c1 (configuration not stated) | 49* | 18 | -1 | 3 | -1.8% | 0.8 | 1 | -4 | -30
COC(=O)c1ccccc1OCCCOc1ccc(C=O)cc1OC | -13 | 15 | 1 | 8 | 0.7% | 0.7 | -14 | -12 | -8
Cc1cccc(NS(=O)(=O)c2csc(C(N)=O)c2)c1C | -2 | -2 | -12 | 4 | 2.7% | -0.1 | 2 | -4 | 0
Cc1ccccc1OCCNc1cc(N2CCN(CCO)CC2)ccc1[N+](=O)[O-] | 1 | -10 | -16 | 33* | 2.7% | 0.5 | -19 | -12 | -13
CSc1nc(N(C)C)nc(N(C)C#N)n1 | 23 | -2 | 3 | -1 | 3.7% | -0.3 | 11 | 0 | 2
CCCCNS(=O)(=O)c1ccc(NC(=O)Cc2ccc(OC)cc2)cc1 | 2 | -7 | -4 | 19 | 1.7% | 0.1 | -8 | -1 | -7
O=[N+]([O-])c1ccc(SCc2ccncc2)nc1 | 8 | 1 | -4 | 2 | 4.0% | -1.0 | 14 | 13 | -3
C=CCn1c(=O)c(C(=O)Nc2ccccc2C)c(O)c2ccccc21 | 6 | -31 | -2 | 0 | 0.3% | 0.3 | -6 | 5 | -9
CC(C)c1c(C(=O)N/N=C/c2cccc(OCc3ccccc3)c2)nnn1-c1nonc1N | -6 | -11 | -8 | 7 | -0.7% | 0.1 | 2 | 2 | 0
O=C(Cc1c[nH]c2ccccc12)NCc1ccc(Cl)cc1 | -5 | 10 | -11 | 1 | -0.4% | -0.3 | 3 | 7 | 0
O=C(CSc1nnc(-c2cccnc2)o1)OC1CCCCC1 | -22 | 5 | -4 | 2 | 1.7% | -0.2 | 4 | -5 | 0
O=C(Nc1ccccc1C(F)(F)F)c1c(F)cccc1Cl | 2 | -1 | -2 | 0 | 0.6% | 0.7 | -23 | 6 | -11
CC(=O)c1cc(CCC(=O)NC2CCCCCC2)oc1C | 12 | 1 | 7 | 1 | -3.5% | -0.6 | 5 | -1 | 7
Cc1ccc(S(=O)(=O)N2CCC(C)CC2)cc1 | 0 | 13 | -6 | 0 | 0.0% | 0.1 | -17 | 0 | -2
Cc1ccc2c(c1)N(C(=O)CCC(=O)NCc1ccccc1Cl)CC(C)O2 (configuration not stated) | -4 | -7 | / | 1 | -0.3% | -0.9 | -1 | -4 | -13
COc1ccc(NC(=O)c2ccc(OCC3CCCO3)cc2)cc1OC (configuration not stated) | -8 | -19 | -1 | 3 | 1.1% | 2.6 | -12 | -4 | -2
S=C(Nc1cc(Cl)cc(Cl)c1)NC1CCN(Cc2ccccc2)CC1 | -5 | -28 | 72* | 19 | -1.0% | 3.4 | -15 | 1 | -29
COc1ccc(NC(=S)NNC(=O)c2ccccc2OC(F)F)cc1 | 11 | 3 | 25 | 3 | -0.1% | 0.2 | -5 | 2 | 6
C=CCn1c(SCC(=O)/C(C#N)=C(\C)N)nc2sc(CC)cc2c1=O | -9 | -8 | 6 | 0 | 0.1% | -0.7 | -4 | -3 | -10&0
Nc1c(C(=O)NC2CC2)sc2nc3c(c(-c4ccco4)c12)CC/C3=C/c1ccco1 | 8 | -1 | -3 | 8 | 0.2% | 0.4 | 13 | 4 | ?
COC(=O)c1sccc1NC(=S)Nc1ccc(C)cc1 | 4 | -5 | 3 | 1 | 5.0% | -1.0 | -32* | -4 | -12
CCN(CC(=O)Nc1ccc(NC(C)=O)cc1)C(=O)COc1ccc(C(=O)c2ccccc2)cc1 | 2 | -4 | 0 | 1 | -0.7% | 0.5 | 5 | 3 | -5
COc1cc(OC)c(OC)cc1CNC(=O)CCN1C(=O)c2cccc([N+](=O)[O-])c2C1=O | 3 | / | / | 3 | -0.1% | / | 6 | 1 | -14
